12-LOX inh = inhibitors of human 12S-lipoxygenase ALOX12. purified 12hLO, xylenol orange hydroperoxide absorbance. Potency, µM (top dose mostly 108 µM), without a hit: at the top dose activity change, negative = inhibition, hits mostly inhibitors. hit rate 1.1% among 580,000; further: potency means the concentration at half of the fitted maximal effect; on the % scale 0 is the no-effect control and ±100 the full control effect
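Purified human 12hLO at 150 nM in 25 mM Hepes, 0.01% Triton X-100, pH 7.0, preincubated 15 min at room temperature with compound. Reaction started with 40 uM arachidonic acid, 30 min at room temperature. Hydroperoxide measured by Fe-xylenol orange, 573/405 nm absorbance ratio.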
ERG Ets-DNA blk = inhibitors of human ERG Ets domain-DNA interaction; P11308; fluorescence polarization, His-ERG Ets domain / labelled DNA; Potency, µM (series often up to 76.9 µM), for the others: top-dose FP activity, negative = inhibition, most hits filed as inhibitors; hit rate 0.028% among 370,000; active means well fitted inhibition curve with a large enough effect in the polarisation, with a control signal flat; inconclusive means small, poorly fitted or top-dose-only effect, or effect the other way, or a change in a side signal; inactive means no such curve, though single readings can be large or run the other way; the % refers to the polarisation;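 further: polarization taken with two DNA probes labelled with fluorescein and Texas red; potency means the concentration at half of the fitted maximal effect; % of control where 0% means no effect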
Target sequence (P11308 whole entry, looked up, the tested form may be a part): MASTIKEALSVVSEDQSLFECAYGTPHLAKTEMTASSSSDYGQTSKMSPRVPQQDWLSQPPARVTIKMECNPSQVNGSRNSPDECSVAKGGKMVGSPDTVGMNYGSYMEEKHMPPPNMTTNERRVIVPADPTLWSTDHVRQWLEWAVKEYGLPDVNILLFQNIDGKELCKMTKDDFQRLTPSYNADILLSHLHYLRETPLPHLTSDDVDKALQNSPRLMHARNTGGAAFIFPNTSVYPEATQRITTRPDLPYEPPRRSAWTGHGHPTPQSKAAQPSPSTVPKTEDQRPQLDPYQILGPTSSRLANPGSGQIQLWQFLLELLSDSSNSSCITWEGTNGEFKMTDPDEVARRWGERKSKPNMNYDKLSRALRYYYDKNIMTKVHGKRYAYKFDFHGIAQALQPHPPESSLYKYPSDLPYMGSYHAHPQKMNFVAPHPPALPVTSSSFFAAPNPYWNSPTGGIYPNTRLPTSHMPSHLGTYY
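His-tagged ERG Ets domain (1 uM in the protein solution; 300mM KCl, 50mM Tris-HCl, 1mM EDTA, 1mM DTT, pH 7.5) received compound, then a probe mix of 5 nM fluorescein-DNA and 100nM Texas-615-DNA. Fluorescence polarization was read for both dyes.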
Anesthetic bind = binds horse apoferritin like a general anesthetic; Potency, µM (titrated, usually from 77.5 µM), for inactives: top-dose activity change, negative = displacement, usual class: inhibitors; hit rate 0.074% among 350,000; apoferritin/1-aminoanthracene competitive binding, fluorescence; P02791; further: potency means the concentration at half of the fitted maximal effect; on the % scale 0 is the no-effect control and ±100 the full control effect; nearly all actives have a fitted effect of over 20% in size
Target sequence (P02791 2-175 limits assumed): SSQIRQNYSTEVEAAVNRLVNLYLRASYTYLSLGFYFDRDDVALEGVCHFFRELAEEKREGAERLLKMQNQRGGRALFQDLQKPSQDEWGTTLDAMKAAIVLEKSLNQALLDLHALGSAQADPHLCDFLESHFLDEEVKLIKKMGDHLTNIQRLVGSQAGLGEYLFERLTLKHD
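Apoferritin-based anesthetic binding model; compound displacement of fluorescent 1-AMA measured as endpoint fluorescence after 10 minutes at room temperature, scaled to free-ligand and complex controls.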
TRHR ag = activates the human TRH receptor; P34981; TRHR cells, calcium flux fluo-8, FDSS agonist mode; activation, % at 2 µM; hit rate 0.18% among 360,000; in the data active means activation above about 30%; further: 0% is about no effect
Target sequence (P34981 whole entry, looked up): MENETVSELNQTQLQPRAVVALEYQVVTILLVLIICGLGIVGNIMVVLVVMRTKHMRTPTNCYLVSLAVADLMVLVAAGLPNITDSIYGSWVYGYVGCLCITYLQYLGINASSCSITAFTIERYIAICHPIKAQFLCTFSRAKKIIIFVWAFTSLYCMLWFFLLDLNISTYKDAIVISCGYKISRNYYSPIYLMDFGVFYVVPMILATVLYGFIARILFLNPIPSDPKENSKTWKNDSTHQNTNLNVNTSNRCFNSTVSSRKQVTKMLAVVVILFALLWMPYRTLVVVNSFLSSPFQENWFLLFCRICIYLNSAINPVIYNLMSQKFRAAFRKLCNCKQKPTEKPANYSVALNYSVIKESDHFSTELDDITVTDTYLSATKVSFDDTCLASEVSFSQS
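TRHR-expressing cells, plated overnight in medium with 10% serum, were loaded with fluo-8 calcium dye at room temperature. After a 10 s baseline, library compound was pin-added and calcium release was recorded kinetically (ex 480/em 530) as agonist response.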
Pol kappa inh = blocks human DNA polymerase kappa activity | Q9UBT6 | purified Pol kappa, fluorescent DNA synthesis assay, 10 min | Potency, µM (titrated, usually from 107 µM), for the others: at the top dose activity, negative = inhibition, usual class: inhibitors | hit rate 0.53% among 400,000; further: potency means the concentration at half of the fitted maximal effect; on the % scale 0 is the no-effect control and ±100 the full control effect
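Inhibition of 10 nM Pol kappa is measured by a fluorescent read-out at 0 and 10 min following addition of 50 nM substrate (final), with a 15-min room-temperature compound preincubation.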
Pol iota inh = inhibitors of human DNA polymerase iota; Q9UNA4; AID 588590; Pol iota fluorescent replication assay, 10 min; hit rate 1% among 390,000; Potency, µM (series often up to 115 µM), for the others: top-dose activity, negative = inhibition, hits mostly inhibitors; further: potency means the concentration at half of the fitted maximal effect
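Pol iota at 10 nM preincubated 15 min with compounds at room temperature; reaction started with fluorescent substrate, 50 nM final. Fluorescence read kinetically at 0 and 10 min; buffer-only wells as negative control.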
BLM helicase inh = blocks DNA unwinding by human BLM helicase; recombinant BLM DNA unwinding, fluorescence dequenching; Potency, µM (titrated, usually from 56.1 µM), for inactives: at the top dose activity change, negative = inhibition, most hits filed as inhibitors; hit rate 0.2% among 350,000;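 further: potency means the concentration at half of the fitted maximal effect; plate controls were vehicle for no effect and no enzyme for full effect; nearly all actives have a fitted effect of over 35% in size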
Pol beta inh = DNA polymerase beta (human) inhibition; Pol beta primer extension/strand displacement, fluorescence kinetic; hit rate 1.3% among 340,000; Potency, µM (titrated, usually from 114 µM), for the others: at the highest dose activity change, negative = inhibition, usual class: inhibitors; further: potency means the concentration at half of the fitted maximal effect; on the % scale 0 is the no-effect control and ±100 the full control effect
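Homogeneous kinetic assay of primer extension and strand displacement by 10 nM Pol beta, preincubated 15 min at room temperature with compound before 50 nM substrate (final) was added. Read at 0 and 10 min; four-parameter Hill fit.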
APEX1 inh = APE1 (human) endonuclease inhibition | P27695 | recombinant APE1, TAMRA/BHQ-2 abasic DNA cleavage fluorescence | Potency, µM (series often up to 65.8 µM), without a hit: top-dose activity change, negative = inhibition, hits mostly inhibitors | hit rate 0.35% among 350,000;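 further: potency means the concentration at half of the fitted maximal effect; plate controls were vehicle for no effect and reference inhibitor for full effect; nearly all actives have a fitted effect of over 55% in size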
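Incision of a quenched TAMRA/BHQ-2 THF abasic-site duplex (50 nM) by 0.75 nM APE1, after 15 min compound preincubation, measured as fluorescence increase over three 60 s reads. Values normalized to buffer, DMSO and NSC13755 control wells.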
Starred values were filed as active, the others as inactive; u = inconclusive; x = not tested or not shown; & = joins results of further samples; [ ] = remark or other dose. Unless noted, the call rests on the fitted dose curve; in most records, active means well fitted curve in the direction sought with a large enough effect; inconclusive means small, poorly fitted or top-dose-only effect, or another doubt; inactive means no such curve, though single readings can be large; an effect the other way counts as inactive or inconclusive. Not all compounds are listed; rates above refer to the full screens.

SMILES	12-LOX inh	ERG Ets-DNA blk	Anesthetic bind	TRHR ag	Pol kappa inh	Pol iota inh	BLM helicase inh	Pol beta inh	APEX1 inh
CN(N=C(c1ccccc1)c1ccccc1)c1ccccc1	0%	11%	x	x	-3%	15%	x	x	x
COc1ccc(CNC(=O)N[C@@H](CC(C)C)C(=O)O)cc1OC	5%	7%	-1%	0.3	2%	14%	-2%	1%	1%
O=P(O)(O)C(O)(Cn1ccnc1)P(=O)(O)O	-12%[22.9 µM]	x	-15%	x	-12%[60.1 µM]	x	-13%	x	5%
O=C(c1ccc2oc(Cc3ccc(Cl)cc3)nc2c1)N1CCCCC1CCO (stereo not drawn)	40%	3%	u	-0.5	-5%	33%[activator]	1%	36%	1%
Cc1ccc(S(=O)(=O)c2nc(-c3cccs3)oc2SC(C)C)cc1	1%	-4%	-4%	0.5	4%	32%	-8%	16%	x
Cc1nn(C)cc1C(C(=O)NC1CCCCC1)N(Cc1ccc(F)cc1)C(=O)c1cnccn1 (stereo not drawn)	0%	4%	-6%	0.0	-7%	21%	1%	-2%	-6%
COc1ccc(NC(=O)CSC2=Nc3ccccc3C3=NC(CCC(=O)NCCc4ccccc4)C(=O)N23)cc1 (stereo not drawn)	-2%	3%	0%	0.0	-12%[60.1 µM]	-17%	4%	5%	x
CCCOc1ccc(/C=C/C(=O)Nc2ccc([N+](=O)[O-])cc2)cc1	0%	8%	-14%	1.4	-11%	41%[activator]	-4%	23%	-2%
COc1ccc(-c2[nH]ncc2CN2CCCO2)c(F)c1	0%	-6%	-5%	-0.7	-9%	0%	1%	14%	7%
COc1ccc(C)cc1NC(=O)c1ccc(S(=O)(=O)N2CCCCC2)cc1	-1%	0%	-13%	-1.1	-10%	31%	-7%	17%	25%
CCN(C(=O)CSc1nccc(=O)[nH]1)c1cccc2ccccc12	-11%	5%	x	x	1%	-16%	x	x	7%
Cc1csc2nc(CNC(=O)c3ccco3)cn12	1%	4%	-6%	0.1	-2%	7%	-3%	13%	1%
Cc1ccc(-c2ccc(/C=C(\C#N)C(N)=S)n2C)cc1	47%[activator]	15%	2%	-1.0	-4%	130%[activator]	-2%	26%	0%
Cc1noc(NS(=O)(=O)c2ccc(NC(=O)c3ccc(Cl)c(S(=O)(=O)N(C)c4ccccc4)c3)cc2)c1C	-26%	10%	x	0.1	-8%	22%	x	x	6%
COC(=O)CSc1nnc(-c2ccc(NS(=O)(=O)c3ccccc3)cc2)o1	0%	-2%	-13%	0.6	3%	19%	2%	22%	-6%
S=C1CCC(c2ccc(Br)cc2)=NN1c1ccccc1	68%	2%	1%	0.1	3%	16%	-7%	-10%	19%
CCc1ccc(S(=O)(=O)c2cn(C)c3cc(N4CCOCC4)c(F)cc3c2=O)cc1	4%	-1%	-5%	-0.4	-6%	2%	-7%	-22%	x
Cc1cccc(C)c1OCCNC(=O)OCc1ccccc1	-2%	15%	-19%	-0.4	-1%	23%	-5%	-2%	3%
O=S(=O)(NCC1OCCc2ccccc21)c1ccccc1 (stereo not drawn)	-14%	8%	u	-0.2	0%	3%	-1%	-17%	-4%
CC(=O)NC(Cc1ccccc1)C(=O)OCC(=O)c1ccc(F)cc1 (stereo not drawn)	-17%	-2%	0%	0.6	5%	-1%	5%	26%	14%
CC(C)C[C@H](NC(=O)c1nc[nH]c1C(=O)NC1CCNCC1)C(=O)OC(C)(C)C	13%	3%	x	-0.2	-4%	u	x	x	7%
COc1ccccc1C(C(C(=O)c1ccccc1)N1CCOCC1)N1CCOCC1 (stereo not drawn)	-4%	-1%	x	x	0%	52%[activator]	x	x	x
Cc1cc(C(=O)NCCCN2CC(C)CC(C)C2)n(-c2ccccc2)n1 (stereo not drawn)	7%	2%	-6%	-0.2	-17%	-15%	-3%	-9%	14%
CN1C(=O)Cc2cc(S(=O)(=O)CCC(=O)N3CCN(c4ccccc4F)CC3)ccc21	6%	8%	-6%	-0.5	u	u	-2%	-3%	x
Cc1ccc2nc(SCC(=O)c3ccccc3)nc(=O)n2c1	-31%	-4%	x	-0.4	4%	17%	x	x	54%[activator]

3 of the entries above in order of the Pol beta inh value, largest number first:
structure,12-LOX inh,ERG Ets-DNA blk,Anesthetic bind,TRHR ag,Pol kappa inh,Pol iota inh,BLM helicase inh,Pol beta inh
CCCOc1ccc(/C=C/C(=O)Nc2ccc([N+](=O)[O-])cc2)cc1,0%,8%,-14%,1.4,-11%,41%[activator],-4%,23%
Cc1ccc(S(=O)(=O)c2nc(-c3cccs3)oc2SC(C)C)cc1,1%,-4%,-4%,0.5,4%,32%,-8%,16%
COc1ccc(-c2[nH]ncc2CN2CCCO2)c(F)c1,0%,-6%,-5%,-0.7,-9%,0%,1%,14%

Remaining list, next part
SMILES	12-LOX inh	ERG Ets-DNA blk	Anesthetic bind	TRHR ag	Pol kappa inh	Pol iota inh	BLM helicase inh	Pol beta inh	APEX1 inh
CCCCCOc1ccc(Cn2c(=O)oc3ccccc32)cc1	0%	4%	-14%	0.8	-2%	7%	1%	30%	x
O=C(O)c1ccc(S(=O)(=O)N[C@H](Cc2ccc([N+](=O)[O-])cc2)C(=O)O)cc1	x	x	5%	0.7	x	x	-11%	x	-5%
Cc1c(N)cc2c(c1N)C(C)(C)CC2(C)C	u	2%	x	x	-17%	34%[activator]	x	x	x
CC(=O)Nc1ccc(NC(=O)C(C)n2nc([N+](=O)[O-])c(Br)c2C)cc1 (stereo not drawn)	-4%	x	-12%	0.1	-6%	4%	-2%	4%	-4%
CCC(Sc1nc(-c2ccccc2)c(-c2ccccc2)[nH]1)C(=O)O (stereo not drawn)	0%	7%	-3%	0.3	-2%	3%	-1%	2%	0%
Cc1csc(=O)n1CCC(=O)N(C)Cc1c(F)cccc1Cl	-15%	-7%	x	x	6%	14%	x	x	-9%
CCOC(=O)c1cc(OC(=O)c2cccnc2)n(-c2ccccc2)n1	x	x	-2%	0.4	x	x	-1%	7%	-10%
CCCS(=O)(=O)C/C(N)=N/OC(=O)c1ccccc1Cl	219%[activator]	-11%	-4%	0.4	-1%	32%[activator]	-4%	16%	-6%
CCSc1nnc(NC(=O)c2ccc(S(=O)(=O)N(C)C)cc2)s1	0%	-19%	0%	1.0	-1%	82%[activator]	-1%	3%	3%
COc1ccc(CCC(=O)NCC2CCCCC2)cc1OC	-18%	7%	-4%	0.9	9%	14%	0%	-11%	29%
COc1ccccc1OCCn1cc(C(=O)c2cccs2)c2ccccc21	-2%	2%	-15%	-0.7	-13%	5%	-15%	16%	x
Cc1cc(NC(=O)c2cccs2)ncc1NC(=O)C(C)C	6%	-16%	-15%	-0.4	-2%	21%	1%	3%	3%
COc1cc(S(=O)(=O)N(Cc2cccs2)CC2CCCO2)ccc1-n1cnnn1 (stereo not drawn)	17%	x	-19%	-0.3	-6%	-17%	-5%	0%	1%
O=C(/C=C/c1cccc(F)c1)OCC(=O)N1CCCc2ccccc21	u	3%	x	0.5	-4%	25%	x	x	13%
COc1cccc(CNC(=O)c2cccnc2Sc2ccccc2)c1	u	-2%	-6%	-0.9	-5%	6%	-9%	-111%	19%
CN1CCC[C@H]1CCNC(=O)c1c(-c2ccsc2)sc2ccccc12	7%	0%	x	x	-3%	10%	x	x	-4%
COc1ccccc1NS(=O)(=O)c1cccc2nsnc12	-14%	0%	6%	-0.7	2%	23%	-3%	4%	-4%
COc1ccc(S(=O)(=O)NCCSc2ccc(Cl)cc2)cc1OC	16%	x	-13%	-0.4	-16%	23%	-3%	3%	-1%
Oc1ccccc1Nc1nc(NCC2CCCO2)c2ccccc2n1 (stereo not drawn)	u	-3%	u	-0.2	-4%	-8%	-8%	-18%	u
C/C(=N\O)c1c(C)c2ccccc2n1C	-24%	-6%	-16%	-0.3	-6%	7%	-4%	11%	-2%
C/C(=N\NC(=S)NCc1ccccc1)c1ccc(Cl)cc1	32µM*	-6%	0%	-0.2	-15%	3%	-9%	-2%	-1%
Cc1ccc(N2/C(=N/c3nc(C)cc(C)n3)NC(=O)CC2C(=O)O)cc1 (stereo not drawn)	-11%&2%	x	-11%	0.6	-7%	u	-4%	13%	5%
Cc1cc(C)c(NC(=O)c2oc3ccccc3c2COc2ccccc2)c(C)c1	-14%	-11%	3%	0.5	-14%	-18%	-8%	0%[57.1 µM]	9%
Cc1ccc(OCC(=O)N(C)CC(=O)Nc2cccc(F)c2)cc1	u	9%	u	5.1	-9%	29%	-6%	30%	15%
CC(Sc1nnc(Nc2ccccc2F)s1)C(=O)NC1CC1 (stereo not drawn)	449%[activator]	7%	x	-0.2	9%	55%[activator]	x	x	12%
(more compounds)
SMILES	12-LOX inh	ERG Ets-DNA blk	Anesthetic bind	TRHR ag	Pol kappa inh	Pol iota inh	BLM helicase inh	Pol beta inh	APEX1 inh
COc1ccc(N(CC(=O)O)S(=O)(=O)c2ccccc2[N+](=O)[O-])c(OC)c1	-6%	5%	-2%	-0.1	11%	29%	-2%	-19%	1%
CCOC(=O)c1nn(-c2ccccc2C)c(=O)cc1OCC(=O)N1CCN(c2ccccc2)CC1	-7%	7%	x	-0.4	-2%	10%	x	x	9%
O=C(NC1CCCc2c1cnn2-c1ccc(F)cc1F)c1ccccn1 (stereo not drawn)	2%	7%	-13%	-0.1	13%	47%[activator]	-4%	-19%	-2%
CC1(C)CC(=O)C(C(C2=C(O)CC(C)(C)CC2=O)c2ccc(Cl)c([N+](=O)[O-])c2)C(=O)C1 (stereo not drawn)	-8%	-4%	-9%	12	1%	71%[activator]	-2%	10%	-1%
Cc1occc1C(=O)Nc1ccccc1NC(=O)c1ccoc1C	1%	-12%	x	x	-33%	u	x	x	x
COc1cc(/C=C2\CCC/C(=C\c3ccc(O)c(OC)c3)C2=O)ccc1O	u	27%	-19%	1.6	-4%	u	-6%&-4%	22%	-7%
